MITF TRPM1 inh: reduces MITF-dependent TRPM1 promoter luciferase signal | inhibition, % at 12.5 µM | SK-MEL-5 TRPM1 promoter luciferase, 24 h | hit rate 0.83% among 330,000;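 active = mean inhibition across replicates of 60% or more, whatever share of single replicates reaches that level; inconclusive = some that reach 60%, reason not given; inactive = mean inhibition across replicates below 60%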; note: values of inactives mirror those of a sister screen read the other way
NR2E3 ag-1: activates human NR2E3 receptor; Q9Y5X4; CHO-S Gal4-NCOR/VP16-NR2E3 two-hybrid, luciferase; inhibition of corepressor binding, % at 3.98 µM; hit rate 0.35% among 360,000; AID 602229;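 active = inhibition above the mean of all tested compounds plus 3 SD, cut at about 70% in these data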;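 note: 0% = DMSO with NR2E3 transfected cells and 100% = cells lacking NR2E3 construct; higher means lower luciferase signal from less NR2E3 corepressor binding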
Target sequence (Q9Y5X4 whole entry, looked up, the tested form may be a part): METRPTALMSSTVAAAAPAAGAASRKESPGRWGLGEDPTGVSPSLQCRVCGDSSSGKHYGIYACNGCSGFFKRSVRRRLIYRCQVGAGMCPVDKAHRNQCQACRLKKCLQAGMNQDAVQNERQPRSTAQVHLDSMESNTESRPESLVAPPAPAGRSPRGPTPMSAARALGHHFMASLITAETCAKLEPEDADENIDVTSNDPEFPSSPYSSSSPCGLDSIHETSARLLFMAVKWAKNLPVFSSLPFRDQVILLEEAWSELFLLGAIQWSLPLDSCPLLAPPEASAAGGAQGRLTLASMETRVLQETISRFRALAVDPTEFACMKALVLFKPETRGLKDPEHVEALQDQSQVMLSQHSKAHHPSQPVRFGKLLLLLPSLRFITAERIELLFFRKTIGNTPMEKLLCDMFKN
m5-HT2A agonist: activates the mouse 5-HT2A serotonin receptor; activation, % at 7.6 µM; CHO-K1 mHTR2A beta-arrestin complementation, luminescence; percent of 30 µM serotonin response; hit rate 0.66% among 360,000;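 active = activation above a run cutoff, the mean activation of all tested compounds plus 3 SD, cut at about 14% in these data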;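 note: 0% = plate median of compound wells and 100% = 30 µM serotonin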
HIF-2a block: HIF-2a inhibition; 786-0 RCC cells HIF-2a reporter, luciferase luminescence, overnight; inhibition, % at 18.8 µM; hit rate 0.72% among 360,000; AID 624352;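 active = inhibition of the luminescence signal of 40% or more relative to plate controls, in a single-dose primary screen at 18.75 µM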
Cardio protect: myocardial damage modulation in H9c2 cells; H9c2 cardiomyocytes, H2O2 injury protection, ATPLite, 2 h; protection from H2O2 cell death, % at 20 µM; hit rate 0.63% among 360,000;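 active = compounds giving at least 50% protection of heart cells from peroxide-induced death in the single-dose screen, raw or plate-pattern-corrected value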;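 note: 0% = DMSO wells with peroxide and 100% = DMSO wells without peroxide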
CaV13 FRET inh: Disruptors of the CACNA1D IQ motif to Ca2+-dependent inactivation inhibitor domain association, primary screening, Förster resonance energy transfer in intact living …; inhibition, % at 12.3 µM; AID 743397; hit rate 0.098% among 340,000; HEK cells, CFP/YFP FRET ICDI-IQ, plate reader, 10 min; percent FRET-ratio fall versus neutral wells;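 active = mean replicate inhibition of at least 30% and at least 1% of replicates passing that level; inconclusive = only one of the two criteria is met; inactive = neither criterion is met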;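 note: 0% = median of the neutral control wells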
NR2E3 ag-2: activates human photoreceptor nuclear receptor NR2E3 | Q9Y5X4 | GST-NR2E3/biotin-RetCOR TR-FRET, 1536-well | inhibition of corepressor binding, % at 4.78 µM | hit rate 0.12% among 320,000 | AID 2300;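 active = percent inhibition above the cutoff of mean plus 3 SD of all tested compounds, set per screening campaign, cut at about 20% in these data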;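 note: 0% = DMSO wells and 100% = biotin wells as full block of FRET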
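System: GST-tagged NR2E3 plus biotinylated RetCOR corepressor; Buffer or medium: pH 7.5 Tris-based buffer; Probe or stimulus: RetCOR corepressor, biotinylated, 7 nM; Doses: compound at 4.8 µM, single dose; Schedule: 5 h incubation at 4 °C; Technique: time-resolved FRET; Evaluation: percent inhibition of TR-FRET ratio; Replication: one well per compound, singlicate testing.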
Peg3 prom inh: Peg3 promoter activity inhibition; HeLa PEG-Prom luciferase reporter, luminescence, overnight; inhibition, % at 20 µM; hit rate 1.7% among 360,000; AID 588405;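 active = inhibition of at least 50% at 20 µM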
Shn3 3UTR inh: inhibitors of Schnurri-3 3'UTR reporter in osteoblasts. inhibition, % at 12.5 µM. AID 588674. hit rate 0.52% among 360,000. Clone20 osteoblast Shn3 3'UTR firefly luciferase, 24 h;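 active = mean inhibition of at least 75% with every replicate also reaching 75%; inconclusive = mean inhibition at least 75% but some replicate below; inactive = mean inhibition below 75%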;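 note: 0% = median of neutral control wells and 100% = pilot-screen positive control compound; some compounds past the cut are filed as inactive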
iPSC survival up: enhancers of human iPSC single-cell survival; survival enhancement, % at 20 µM; AID 602274; hit rate 0.044% among 360,000; hiPSC single-cell survival, ATPlite luminescence; 100% = ROCK inhibitor wells, 0% = DMSO; in the data active = survival enhancement above about 18%;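 note: cells exposed to compounds for 16 hours before the ATP read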
PDI turbidity: PDI (human) enzyme inhibition. AID 588391. PDI insulin aggregation turbidity, A650, 90 min. P07237. inhibition, % at 10 µM. hit rate 0.052% among 350,000;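 active = mean inhibition across replicates of 30% or more, whatever share of single replicates reach that level; inconclusive = mean inhibition below 30% while every single replicate reaches 30%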;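 note: absorbance from insulin aggregation driven by PDI reduction with DTT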
Target sequence (P07237 whole entry, looked up): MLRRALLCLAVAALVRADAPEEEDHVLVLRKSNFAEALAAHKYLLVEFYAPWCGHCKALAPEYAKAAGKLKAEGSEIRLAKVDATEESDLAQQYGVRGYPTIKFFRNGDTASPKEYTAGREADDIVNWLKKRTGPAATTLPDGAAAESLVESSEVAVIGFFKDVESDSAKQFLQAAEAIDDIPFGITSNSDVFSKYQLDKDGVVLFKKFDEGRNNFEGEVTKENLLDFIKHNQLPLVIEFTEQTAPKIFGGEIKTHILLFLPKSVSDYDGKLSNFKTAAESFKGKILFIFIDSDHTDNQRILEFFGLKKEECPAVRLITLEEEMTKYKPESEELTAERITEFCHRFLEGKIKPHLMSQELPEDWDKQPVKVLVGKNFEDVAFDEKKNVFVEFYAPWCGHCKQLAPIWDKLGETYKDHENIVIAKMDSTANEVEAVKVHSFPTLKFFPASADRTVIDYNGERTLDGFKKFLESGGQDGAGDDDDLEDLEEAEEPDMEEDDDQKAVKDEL
Starred values were filed as active, the others as inactive; ? = inconclusive; . = not tested or not shown.

SMILES	MITF TRPM1 inh	NR2E3 ag-1	m5-HT2A agonist	HIF-2a block	Cardio protect	CaV13 FRET inh	NR2E3 ag-2	Peg3 prom inh	Shn3 3UTR inh	iPSC survival up	PDI turbidity
CCS(=O)(=O)Nc1ccc(C2=NN(C(=O)c3ccco3)C(c3cccc(F)c3)C2)cc1 (stereo unspecified)	34	6	6	11	31	3	1	30	-29	0.3	-3
Cc1ccc(S(=O)(=O)Cn2nnnc2CN2CCN(C(=O)c3ccco3)CC2)cc1	5	-2	-3	15	0	.	2	16	-23	-6.2	-1
CCOc1ccc(CCNC(=O)C2CCC(=O)N2C2CCCCC2)cc1OCC (stereo unspecified)	-4	-1	-3	-2	-1	-7	1	-8	11	6.4	-2
COc1ccc(-c2cc3ccccc3oc2=O)cc1NC(=O)c1ccc(Br)o1	-48	-34	-1	-195	-4	.	-2	-182	0	6.1	2
CCOC(=O)c1cc(-c2cccc([N+](=O)[O-])c2)on1	-7	6	-1	14	-19	5	0	6	4	-0.6	7
O=C(O)c1ccc(Cl)c(NCc2ccncc2)c1	.	-38	-3	8	-1	-3	.	13	14	-0.5	1
Cc1cccc(-c2c3c(=O)n(C)c(=O)n(C)c3cn2CCO)c1	-6	-4	-3	8	-1	.	5	3	3	-0.9	-1
COc1ccc(C(=O)NC(=S)N2CC(C)OC(C)C2)cc1OC (stereo unspecified)	6	-15	1	21	16	-4	-2	4	-29	2.7	16
CN(C(=O)Nc1cccc([N+](=O)[O-])c1)c1ccccc1	-6	-24	0	-1	3	-6	.	-1	10	-1.7	8
CN(C)c1ncnc2c1ncn2[C@H]1CN(C2CCCC2)C[C@@H](CO)O1	.	17	-10	8	10	-10	.	6	-5	0.6	-1
C/C(=N\NC(=O)c1ccc(Cn2cc([N+](=O)[O-])cn2)o1)c1cccc(NC(=O)c2cccnc2)c1	-3	-25	0	12	3	-3	-3	-4	-11	-1.7	-6
CCN1CCN(C(=O)/C(=C/c2cccs2)NC(=O)c2ccc(C)c(C)c2)CC1	1	25	4	8	2	-6	0	6	-1	0.5	4
Cc1cc(-n2c(C)cc(C(=O)CSc3ncnc4ccccc34)c2C)no1	14	92*	9	-48	-24	-4	3	1	54	-2.3	2
COc1ccc(C2=CC(=O)C[C@H](c3ccc(OC)c(OC)c3)C2)cn1	.	13	-2	10	-2	0	5	-5	20	46*	-6
COc1ccc(NC(=O)N2CCCc3ccccc32)c(OC)c1	-3	13	3	-23	2	-7	.	0	-4	0.7	-1
Cc1cc(C(C)(C)C)c(O)c(C(C)(C)C)c1	0	10	3	8	-1	-4	-3	12	-1	1.1	8
Cc1cc(OC(C)C(=O)NCc2ccccn2)c2c(C)c(Cc3ccccc3)c(=O)oc2c1 (stereo unspecified)	14	11	5	15	0	-14	-4	9	11	0.0	3
CCN(CC)C(=O)[C@H]1C[C@H](CC(=O)NC(C)(C)C)C(=O)N2CCc3c([nH]c4cc(CCC(=O)N(C)C)ccc34)[C@]12C	-6	-1	-3	-2	6	-6	.	5	9	0.8	1
C=CCOc1ccc(CN(C)C(=O)CNC(=O)c2ccc(-c3ccccc3)cc2)cc1	17	24	-4	-22	-7	-4	1	0	50	0.0	-2
COc1cc(OC)cc(C(C(=O)NC2CCCCC2)N(C(=O)c2ccno2)c2ccccc2)c1 (stereo unspecified)	-8	-11	5	9	-2	.	3	11	19	-1.3	1
CCOC(=O)Nc1ccc2c(c1)N(C(=O)N1CCN(C)CC1)c1ccccc1S2	14	14	-7	4	5	-5	2	14	-11	3.0	-2
COc1cc(-c2nc3ccc4ccccc4c3c3c2CCC3)cc(OC)c1OC	4	-41	-8	14	-5	-2	2	-8	12	0.1	-1
CCN(CCCNC(=O)C1CCCN(S(=O)(=O)c2cnc[nH]2)C1)c1ccccc1 (stereo unspecified)	-5	-10	18*	-3	0	?	1	-1	1	-0.3	-5
CCOC(=O)c1c(C)oc2ccc(OC(=O)COc3c(F)c(F)c(F)c(F)c3F)cc12	9	4	0	10	-8	-2	2	-68	-21	1.2	-10
Oc1ccc2ccccc2c1C=Nc1ccc(Cl)cn1	8	-17	-4	14	7	1	3	9	22	-3.2	15
O=C(O)C1OC1(c1ccccc1Cl)c1ccccc1Cl (stereo unspecified)	-1	-16	0	15	4	-6	.	-7	23	-1.7	1
COc1ccccc1CC1(C)C(=O)Nc2ccc(OC(F)(F)F)cc21 (stereo unspecified)	.	-39	6	7	-4	-5	.	11	-21	2.4	-4
CC(=O)NCCc1nc2cc(NS(=O)(=O)c3ccc(Cl)cc3)ccc2n1C	-11	-18	-3	19	-8	-25	2	32	13	3.1	-2
O=C(COC(=O)c1ccc(Br)cc1)NC1CCCC1	-4	-1	-1	-1	-8	-3	2	-2	5	-0.7	7
Cc1ccc2[nH]c(=O)c(CN(CCCO)C(C)c3nnnn3Cc3ccco3)cc2c1 (stereo unspecified)	3	-16	4	9	-4	-14	1	7	9	0.0	4
Cn1c(CC(=O)Nc2ccccc2)nnc1SCC(=O)NC1=NCCS1	-7	-16	5	7	0	-3	5	6	-15	0.7	0
Cc1cc(C=O)c(C)n1-c1cccc(C(=O)O)c1	-12	6	0	12	-1	-4	4	-6	-4	3.2	1
CCOC(=O)C1CCCN(C(=O)CC(c2ccccc2)c2ccccc2)C1 (stereo unspecified)	3	12	2	5	-3	-5	0	0	9	1.6	-2
O=S(=O)(/N=C(/Nc1ccccn1)c1ccccc1)c1ccc(Cl)cc1	9	-26	4	-7	0	-3	-4	-6	-6	-3.8	6
CCCCCCC(c1c(C)n(C)n(-c2ccccc2)c1=O)c1c(C)n(C)n(-c2ccccc2)c1=O	10	-37	11	6	-2	-6	9	-1	-6	0.1	10
COc1cc2c(cc1OC)C(COc1ccc(C(C)C)cc1)NCC2 (stereo unspecified)	1	-19	-9	9	0	-8	2	-3	5	-0.3	-2
CCOC(=O)c1ccc(-n2c(CN3CCN(CCO)CC3)nc3ccc([N+](=O)[O-])cc3c2=O)cc1	12	-34	-1	-27	-1	-7	-5	-4	-9	0.1	-4
Cc1noc(C)c1S(=O)(=O)N1CCCN(C(=O)/C=C/c2ccccc2F)CC1	2	10	3	8	3	-3	3	8	4	2.6	-5
COC(=O)CSc1nnc(CNC(=O)c2ccccc2OC)n1-c1ccc(OC)cc1	-12	-18	1	-8	8	-4	-1	8	-23	-1.5	-2
O=C(CCc1nnc(CCCCc2ccccc2)o1)NCCc1cccnc1	-1	1	-4	11	0	-6	-1	10	0	-0.6	-8
O=C(C[C@@H]1C/C=C\C[C@@H](Cc2ccc(F)cc2)C(=O)OC[C@@H]2CCCN2C1=O)NCCO	-2	26	3	-1	3	-9	.	-4	-6	1.6	9
COc1ccc2oc(=O)c(C(=O)N3CCN(c4ccccc4F)CC3)cc2c1	3	-19	1	13	-3	-5	0	19	10	7.0	7
CCc1nnc(NC(=O)c2cc(-c3ccco3)nc3ccccc23)s1	7	-3	3	16	9	-8	-2	18	-5	-0.5	0
CC(C)CCOC(=O)C1C(c2ccccc2)C(C(=O)O)C1c1ccccc1 (stereo unspecified)	-2	20	-1	15	2	-6	4	18	-17	3.3	-1
Cc1ccc(CN2CCC(n3nccc3NC(=O)CCOc3ccccc3)CC2)cc1C	3	-14	-8	6	-4	-7	-3	-2	-4	-0.5	-9
Fc1ccc(/C=N/Nc2nc3ccccc3[nH]2)cc1F	-67	-79	-2	-279	-3	-11	2	-228	-14	-0.3	1
COc1ccccc1C/C(N)=N/OC(=O)COc1ccccc1C	10	27	-1	-33	2	-7	0	-2	-15	-0.2	-3
Cc1cc(=O)oc2n[nH]c(-c3ccccc3)c12	-3	-1	-2	5	8	.	-1	0	-3	-0.5	-3
O=C(NNc1cc(Br)c(O)c(Br)c1)c1ccccc1	13	11	-7	6	-7	8	-1	7	13	1.9	-8
O=C1N/C(=C/c2ccc(N3CCOCC3)o2)C(=O)N1c1ccccc1	-19	18	5	19	-4	-17	1	-8	92*	-1.2	-2
Cc1ccccc1NC(=O)C(=O)Nc1ccccc1C	-37	-73	1	-269	-6	-5	1	-194	-49	-0.3	4
CCCn1c(C)cc(C(=O)CSc2nc3nc(C)cc(C)n3n2)c1C	-5	3	8	5	-10	-5	-3	1	22	0.5	22
COC(=O)[C@H](CCSC)NC(=O)[C@@H](Cc1cnc[nH]1)NC(=O)OCc1ccccc1	13	-28	-2	14	6	-5	1	-6	-3	-0.5	-5
Cc1cc(C)c(OCC(=O)OCC(=O)N2CCCc3ccccc32)c(C)c1	-7	19	-9	-1	-4	-5	-1	23	-9	-0.3	-2
COc1ccc(N2CCC(CNC(=S)Nc3cc(C)ccc3C)C2)cc1 (stereo unspecified)	13	9	-5	9	0	-3	0	-7	6	0.0	-4
O=C1CCN(Cc2ccccc2)CCN1CCO	-5	17	8	7	2	-6	3	4	11	2.3	7

(next part)
SMILES	MITF TRPM1 inh	NR2E3 ag-1	m5-HT2A agonist	HIF-2a block	Cardio protect	CaV13 FRET inh	NR2E3 ag-2	Peg3 prom inh	Shn3 3UTR inh	iPSC survival up	PDI turbidity
CCOC(=O)C1CCCN(C(=O)c2cc3c(OC)c(OC)c(OC)cc3[nH]2)C1 (stereo unspecified)	7	17	-5	14	0	-19	-1	8	-4	2.7	-2
Cc1cc(N2CCN(c3ccc(C(F)(F)F)cc3[N+](=O)[O-])CC2)c2ccccc2n1	10	10	-6	17	-14	-23	5	10	53	-0.2	3
CC(=O)c1ccc(N2C(=NC(=O)C3CCCO3)SC3CS(=O)(=O)CC32)cc1 (stereo unspecified)	-16	-3	6	4	-8	-6	-3	17	-15	0.4	3
O=C(C[n+]1cc(-c2ccc(F)cc2)n2c1CCC2)OCc1ccccc1	-8	-21	-1	13	3	-5	0	17	-10	4.9	14
CC(OC(=O)CSc1ccc([N+](=O)[O-])cc1)C(=O)NCc1ccco1 (stereo unspecified)	3	-21	5	2	2	-5	3	-7	17	-0.1	-5
COc1ccc(C(=O)OCc2csc(C)n2)c(O)c1	-78	-64	1	-111	-4	-2	5	-233	-59	1.9	-7
CCOC(=O)N1CCN(C(=O)C(CC(C)C)NC(=O)C2CCCCC2)CC1 (stereo unspecified)	1	0	3	8	10	-5	3	11	-9	0.4	1
CCOC(=O)CNC(=O)c1ccc(SCC)cc1	-4	-44	-8	-9	1	-5	0	-17	-14	-0.5	16

Source: PubChem BioAssay (several laboratories)
